TEAD-YAP inh – TEAD-YAP interaction inhibition, primary screen, TEAD-YAP interaction inhibitor project, luminescence, HEK-TIYL cells. TEAD-Gal4/YAP UAS-luciferase luminescence. inhibition, % at 9.12 µM. 1.4% of 640,000 active. AID 1259422, 2018; in the data active = inhibition above about 32%;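 note: 0% = median of test compound wells and 100% = reference inhibitor wells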
GPR151 ag – activators of human GPR151, primary screen, cell-based, PathHunter beta-arrestin, luminescence. PathHunter beta-arrestin GPR151 cells. activation, % at 11.2 µM. 1% of 650,000 active. AID 1508602, 2020; in the data active = activation above about 4.9%;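 note: 0% = median of compound wells and 100% = cells with positive control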
Target sequence (Q8TDV0 whole entry, looked up): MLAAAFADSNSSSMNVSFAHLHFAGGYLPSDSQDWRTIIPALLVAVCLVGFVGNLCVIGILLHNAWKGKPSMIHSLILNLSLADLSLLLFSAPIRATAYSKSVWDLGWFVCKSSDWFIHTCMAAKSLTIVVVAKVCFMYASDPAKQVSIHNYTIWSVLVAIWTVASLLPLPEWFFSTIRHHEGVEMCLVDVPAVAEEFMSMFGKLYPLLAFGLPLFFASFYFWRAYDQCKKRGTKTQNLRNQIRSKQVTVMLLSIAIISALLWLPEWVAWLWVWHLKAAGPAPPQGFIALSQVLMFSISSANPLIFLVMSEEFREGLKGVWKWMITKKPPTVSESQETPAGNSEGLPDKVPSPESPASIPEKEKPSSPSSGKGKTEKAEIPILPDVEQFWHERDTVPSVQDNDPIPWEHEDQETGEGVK
MITF primary – MITF inhibitors, primary screen, biochemical, AlphaScreen, human. Microphthalmia-associated transcription factor (Homo sapiens), O75030. AlphaScreen MITF homodimerization, bead proximity signal. inhibition, % at 2.6 µM. 0.91% of 650,000 active. AID 1259374, 2018; in the data active = inhibition above about 50%;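 note: 0% = vehicle wells with protein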
Target sequence (O75030 whole entry, looked up): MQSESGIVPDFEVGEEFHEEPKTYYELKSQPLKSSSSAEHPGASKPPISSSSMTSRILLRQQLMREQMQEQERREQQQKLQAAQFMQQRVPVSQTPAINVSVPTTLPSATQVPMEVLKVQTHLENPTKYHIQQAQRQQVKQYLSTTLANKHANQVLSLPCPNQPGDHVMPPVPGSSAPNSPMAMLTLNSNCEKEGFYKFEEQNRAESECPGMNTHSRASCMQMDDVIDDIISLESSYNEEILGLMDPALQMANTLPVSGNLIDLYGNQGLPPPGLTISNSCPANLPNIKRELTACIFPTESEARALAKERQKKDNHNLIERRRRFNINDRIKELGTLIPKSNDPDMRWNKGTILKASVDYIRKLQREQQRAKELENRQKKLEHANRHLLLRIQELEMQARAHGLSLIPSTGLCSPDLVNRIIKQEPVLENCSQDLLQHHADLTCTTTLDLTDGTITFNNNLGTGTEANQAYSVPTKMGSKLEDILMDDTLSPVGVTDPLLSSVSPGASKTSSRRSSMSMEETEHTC
FBW7 activator – FBW7 E3 ligase activators, primary screen, biochemical, AlphaScreen, human; 0.13% of 650,000 active; AlphaScreen FBW7–phospho-cyclin E peptide binding, activator screen; F-box/WD repeat-containing protein 7 (Homo sapiens), Q969H0; normalized activity (activation), % at 26.1 µM; in the data active = normalized activity above about 1.9%;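 note: purified mutant Fbw7 with reduced substrate affinity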
* hit, by the source's call; & = joins results of further samples.

SMILES	TEAD-YAP inh	GPR151 ag	MITF primary	FBW7 activator
CC(OC(=O)C1CC(=O)N(c2ccc(Br)cc2)C1)C(=O)c1ccccc1 (stereo not given)	3	0.8	10	0.0
COc1ccccc1N1C(=O)C2C3C=CC(O3)C2C1=O (stereo not given)	7	0.8	11	0.0
CC(C)N(C(=O)c1ccc(C(=O)N2CCOCC2)cc1)C(C)C	-3	3.2	-10	0.0
Cn1cnc2c1c(=S)[nH]c(=O)n2Cc1ccccc1	-13	0.1	8	0.0
CC1(C(=O)N/N=C/c2ccc3c(c2)OCO3)CC1(Br)Br (stereo not given)	8	-0.7	6	0.1
CC1=NNC(=O)C1CC(=O)N/N=C/c1ccc(C(C)(C)C)cc1 (stereo not given)	-7	0.2	8	0.2
Cc1ncn(-c2ccc(Nc3ncc4cccc(-c5ccn[nH]5)c4n3)cc2)n1	33*	0.0	9	0.7
O=C1N[C@@H](COCc2ccccc2)C(=O)N2CCN(Cc3cnn(-c4ccccc4Cl)c3)C[C@H]12	-2	0.2	-6	-0.1
COc1ccc(NC(=O)CN2CCN(c3ccccn3)CC2)cc1Cl	21	-1.5	11	0.0
COc1ccccc1N1CCN(C(=O)Cc2noc3ccc(C)cc23)CC1	8	-0.6	2	0.1
CCn1cc(C(=O)N2CCC3(CC2)CC(O)(c2nccs2)CO3)cn1 (stereo not given)	0	0.2	2	-0.2
COC1=C(OC)C(=O)C(CCCCCCCCCCO)=C(C)C1=O	4&0&2	-0.3&-0.9&0.2&-1.3	5&11&7&13	0.0&-0.1&0.1&0.1
CC(=O)N1c2ccccc2NC2=C(C(=O)CCC2)C1c1cccc(Br)c1 (stereo not given)	37*	-0.6	-11	0.0
CN(C)c1nc(N)nc(N(c2ccccc2)c2ccccc2)n1	-1	-0.5	9	0.1
CCN(CC)CCN(C)Cc1ccc(N(C)C)cc1	-2	2.2	6	-0.1
NC1=NC2(CCCC2)n2c(nc3ccccc32)N1	-1	0.9	0	-0.2
CCCN1CCN(c2ncnc3sc(C(=O)OCC)c(C)c23)CC1	-3	-0.6	-2	0.0
S=c1oc(-c2cccc(Br)c2)nn1CN1CCOCC1	0	-1.6	0	-0.1
O=C(Nc1ccc(NC(=O)c2ccccc2Br)cc1)c1ccc([N+](=O)[O-])cc1	10	2.8	11	0.0
CC(C)C(=O)NNC(=O)CSc1nnc(-c2ccccc2)c(-c2ccccc2)n1	-7	0.8	-4	-0.1
CCN(Cc1ccccc1)C(c1cc2cc(C)ccc2[nH]c1=O)c1nnnn1CCOC (stereo not given)	9	0.7	29	0.0
O=C(NC(c1ccccc1)c1ccccn1)C1CCN(C(=O)c2cccc(Cl)c2)CC1 (stereo not given)	-6	-0.7	-1	0.1
Cc1ccccc1C(=O)Nc1ccnn1C1CCN(Cc2ccccc2O)CC1	-13	-1.0	12	-0.1
CCCCOc1ccc(C(=O)NCC(=O)OCC(=O)c2ccccc2)cc1	5	-0.7	4	0.0
CCOC(=O)c1ccccc1NC(=O)c1nc(-c2ccncc2)no1	14	-3.0	4	0.5
COc1ccc(-c2csc(NC(=O)CCn3c(=O)oc4ccccc43)n2)cc1	9	-2.1	13	0.9
CCOc1ccccc1N1CCN(S(=O)(=O)c2cc(C)ccc2OC)CC1	2	0.2	6	-0.1
Cc1ccn2cc(-c3ccc(NS(=O)(=O)c4ccc5ccccc5c4)cc3)nc2n1	0	0.5	13	0.1
COc1ccc(C2NC(=O)NC(C)=C2C(=O)OCCSC)cc1OC (stereo not given)	10	0.6	11	0.1
COc1ccc2oc(COc3ccccc3)c(C(=O)O)c2c1	-1	0.8	-2	-0.1
Cc1cc2ncn(CCC(=O)NNC(=O)c3ccccn3)c2cc1C	4	-0.8	-1	0.0
Cn1c2c(c(=O)[nH]c1=O)C(c1ccccc1)C1=C(COC1=O)N2 (stereo not given)	6	-0.4	14	0.3
CCCn1c(N)c(-c2nc(CC)c(C(=O)c3ccc(OCC)cc3)s2)c(=O)n(C)c1=O	-7	0.4	-9	-0.2
O=C(NCCNc1ncnc2sc3c(c12)CCCC3)c1cccc(F)c1	21	1.2	-2	-0.1
NC1=NC(=O)C(CC(=S)Nc2ccc(N3CCCCC3)cc2)S1 (stereo not given)	-15	0.8	-5	-0.2
CN1C(=O)c2ccc(NC(=O)c3ccc(S(=O)(=O)N(C)C)cc3)cc2C1=O	1	0.6	-3	0.0
COc1ccc(-c2cc(C(F)(F)F)n3nc(C(=O)NCc4ccccc4)cc3n2)cc1	-3	0.7	11	0.0
Nc1nc(SCC(=O)Nc2cccc(Br)c2)n[nH]1	-2	0.4	2	-0.1
COc1ccccc1C1CC(c2c(-c3ccccc3)c3cc(Br)ccc3[nH]c2=O)=NN1C(=O)c1ccccc1Cl (stereo not given)	-1	-0.4	9	0.0
Cn1nc(CC(=O)N2CCN(c3ccccc3F)CC2)c2ccccc2c1=O	-1	1.2	1	0.0

Quoted from above (three entries):
SMILES	TEAD-YAP inh	GPR151 ag	MITF primary	FBW7 activator
Cc1cc2ncn(CCC(=O)NNC(=O)c3ccccn3)c2cc1C	4	-0.8	-1	0.0
Cn1c2c(c(=O)[nH]c1=O)C(c1ccccc1)C1=C(COC1=O)N2 (stereo not given)	6	-0.4	14	0.3
CCCn1c(N)c(-c2nc(CC)c(C(=O)c3ccc(OCC)cc3)s2)c(=O)n(C)c1=O	-7	0.4	-9	-0.2

Further compounds follow:
SMILES	TEAD-YAP inh	GPR151 ag	MITF primary	FBW7 activator
C(=C\c1ccccc1)/C1=NN(c2ccc3ccccc3n2)C(c2ccccc2)C1 (stereo not given)	-29	-0.5	3	0.2
CCOc1ccccc1NC(=O)c1nn(-c2cc(OC)cc(OC)c2)c(=O)c2ccccc12	3	-0.8	1	0.1
Cc1cc(C)n(-c2cc(N3CCN(C(=O)c4ccccc4F)CC3)ccc2[N+](=O)[O-])n1	-4	-2.0	-7	1.5
O=c1cc(NCc2ccc3c(c2)OCO3)[nH]c(=O)n1-c1ccc(Cl)cc1	-4	-0.3	13	0.2
COc1ccc(-n2nc3cc(C)c(NC(=O)c4cc(Cl)ccc4OC)cc3n2)cc1	5	1.3	8	0.0
CCOc1cc(/C=C2/C(=N)N3N=C(CC)SC3=NC2=O)ccc1OCCOc1ccc(C)c(C)c1	13	-0.1	-2	-0.2
N=c1c(C(=O)NCc2ccccc2)cc2c(=O)n3ccccc3nc2n1CCc1ccccc1	-5	-0.5	19	0.1
CC(=O)NC1CCN(Cc2nnnn2Cc2ccc(F)cc2)CC1	7	2.3	9	0.2
COC(=O)CCC(NC(=O)c1ccccc1)C(=O)OC (stereo not given)	-3	-1.3	4	0.3
Cc1ccc(Cl)cc1S(=O)(=O)N1CCC(NC(=O)c2ccco2)CC1	1	1.6	2	-0.1

Some of the entries above in a different format.
NC1=NC(=O)C(CC(=S)Nc2ccc(N3CCCCC3)cc2)S1 (stereo not given)
  TEAD-YAP inh: -15 | GPR151 ag: 0.8 | MITF primary: -5 | FBW7 activator: -0.2
CN1C(=O)c2ccc(NC(=O)c3ccc(S(=O)(=O)N(C)C)cc3)cc2C1=O
  TEAD-YAP inh: 1 | GPR151 ag: 0.6 | MITF primary: -3 | FBW7 activator: 0.0
COc1ccc(-c2cc(C(F)(F)F)n3nc(C(=O)NCc4ccccc4)cc3n2)cc1
  TEAD-YAP inh: -3 | GPR151 ag: 0.7 | MITF primary: 11 | FBW7 activator: 0.0
Nc1nc(SCC(=O)Nc2cccc(Br)c2)n[nH]1
  TEAD-YAP inh: -2 | GPR151 ag: 0.4 | MITF primary: 2 | FBW7 activator: -0.1

Additional records follow:
SMILES	TEAD-YAP inh	GPR151 ag	MITF primary	FBW7 activator
CCOC(=O)C1=C(C)N=c2s/c(=C\c3cccc(O)c3)c(=O)n2C1c1cc(Br)c(OC)cc1OC (stereo not given)	-2	4.1	-23	0.1
COc1ccccc1NC(=O)c1c(NC(=O)c2ccccc2Cl)sc2c1CCC(C(C)(C)C)C2 (stereo not given)	-1	0.1	-10	0.1
CSc1ccccc1C(=O)Nc1cccc(F)c1	0	2.1	-1	-0.2
C(=C\CSc1cccc2cccnc12)/CSc1cccc2cccnc12	-8	-1.1	2	-1.5
Cn1c(NCc2ccccn2)nc2ccccc21	-33	-5.3	22	0.2
CC1CC(C)CN(C(=O)CCNS(=O)(=O)c2ccc3[nH]c(=O)ccc3c2)C1 (stereo not given)	3	-0.1	0	-0.1
C=C(C)Cn1c(N2CCCC2)nc2c1c(=O)n(C)c(=O)n2C	4	-0.3	-6	0.1
Cc1ccc(C(=O)c2c(C)[n+](-c3ccccc3)c3scc(C)n23)cc1	34*	2.1	12	0.0
CC(C)CCNC(=O)CSc1nc2ccsc2c(=O)n1CCCC(=O)NCCc1ccccc1	-10	-1.1	14	0.4
N#Cc1ccccc1NS(=O)(=O)c1ccc(F)cc1	-6	2.7	17	0.6
CN(C)C(=O)c1c(NC(=O)c2ccccc2)sc2c1CCC(C(C)(C)C)C2 (stereo not given)	-7	-0.7	-9	0.0
COc1ccc(-c2nc(NC3CC3)c3ncn(Cc4ccc(C(F)(F)F)cc4)c3n2)cc1	1	0.3	-19	0.1
COc1ccccc1CC(=O)N1CCCCC1	-1	-1.4	9	0.0
Cc1cccc(OCC(O)CN2CC3(C)CC2CC(C)(C)C3)c1 (stereo not given)	6	-1.6	23	-0.1
CCOC(=O)C1=CN(Cc2ccc(F)cc2)C=C(C(=O)OCC)C1c1ccccc1OCc1ccccc1	14	0.7	6	0.1
CC(C)OC(=O)COc1ccc2c(=O)c(Oc3ccccc3Br)c(C(F)(F)F)oc2c1	-4	-0.3	11	0.0
CCN(CC)c1nc(NCc2cccc(C(F)(F)F)c2)nc(NC2CCN(Cc3ccccc3)CC2)n1	-2	-0.6	11	0.6
CCOC(=O)CSc1nc2cc(C(=O)NCc3ccco3)ccc2c(=O)n1-c1ccc(F)cc1	7	1.6	1	0.1
COC(=O)c1cc(NC(=O)c2cc([N+](=O)[O-])ccc2N2CCOCC2)cc(C(=O)OC)c1	-4	2.0	-1	0.0
COC(=O)c1c(OC2Cc3ccccc3C2)cc(=O)n2c1CCN(C(=O)c1ccoc1)CC2	6	-1.1	2	1.4
Cc1cccc(-n2ncc3c(=O)n(CC(=O)NCc4ccco4)cnc32)c1C	-17	2.6	14	0.5
CCCOC(=O)C1=C(C)NC2=C(C(=O)CCC2)C1c1cc(Cl)c(O)c(OC)c1 (stereo not given)	0&4	-0.6&0.2	-1&17	-0.1&0.6
CC(C)c1ccc(/C=c2\sc3ncnn3c2=O)cc1	-9	-1.1	-10	0.1
CN1CCC(N(C)C(=O)CC2CSc3nc4c(cnn4-c4ccccc4)c(=O)n32)CC1 (stereo not given)	-10	-0.4	1	-0.1
COc1ccc(NC(=O)CSc2nc3c(c(=O)n2Cc2ccccc2)SCC3)cc1	-16	-0.5	45	0.0
O=C1CC(c2ccccc2)CC(O)=C1C=Nc1ccc(F)cc1 (stereo not given)	-4	0.2	15	0.3
CCOc1ccc(NS(=O)(=O)c2ccc(NC(=O)c3ccccc3C)cc2)cc1	-5	0.7	0	0.0
Cc1nn(C)cc1CNC(=O)c1cc(Br)cs1	6	-0.5	8	0.0
N#C/C(=C\c1ccncc1)c1nc2ccccc2c(=O)[nH]1	-1	-1.2	8	0.1
OC1CCC(Nc2nccc(NCCOc3ccccc3)n2)CC1 (stereo not given)	-37	3.0	2	0.0
O=C(c1ccncc1)N1CCN(Cc2cccnc2)CC1	7	9.0*	68*	0.0
CCOC(=O)c1cnc2c(C)cc(C)cc2c1Nc1ccc(OC)c(OC)c1	1	0.9	-12	-0.1
O=C1OC(c2ccccc2)=C/C1=C/c1ccc2c(c1)OCO2	-15	-0.6	11	-0.1
CCS(=O)(=O)N1CCN(Cc2ccc(OC)c(OC)c2)CC1	1	0.3	50	0.0
COc1cc(OC)cc(C(=O)OCC(=O)c2cc(OC)ccc2OC)c1	-1	-0.4	19	0.3
O=C(CSc1nnc(NC(=O)Cc2cccs2)s1)NCc1ccc2c(c1)OCO2	4	-1.1	15	0.3
COCCNCCC1CCC(=O)N1Cc1cccc(Cl)c1 (stereo not given)	6	-0.2	6	0.1
O=C(Nn1cnc2c(c1=O)C1(CCCCC1)Cc1ccccc1-2)c1ccccc1	-4	0.3	7	-0.1
COc1cc(CNc2ccc(-c3nc4ccccc4s3)cc2)ccc1OCC(=O)N1CCOCC1	-39	0.7	5	0.0
O=C1N=c2ccccc2=C1c1sc(=S)n(-c2ccc([N+](=O)[O-])cc2)c1O	3	0.3	9	-0.1
Cc1cc(C2C(C#N)=C(N)N(c3ccc(Br)cc3C)C3=C2C(=O)CCC3)c(C)s1 (stereo not given)	-16	-0.1	-2	-0.1
O=C(C1CCCCC1)N1CCC(c2nc3c(nnn3Cc3ccccc3)c(=O)[nH]2)CC1	1	-1.8	18	0.3
COc1ccccc1N(CC(=O)Nc1ccccc1C)S(C)(=O)=O	-1	-0.4	25	0.0
Brc1c(OCCn2ccnc2)ccc2ccccc12	17	1.6	57*	0.0
COc1cc(Nc2nc(-c3ccc(C(=O)NC4CC4)cc3)ncc2C)cc(OC)c1OC	17	0.8	20	0.1
O=c1c2ccccc2nc(-c2ccco2)n1CCc1ccccc1	3	0.6	-2	-0.2
CCCOc1ccc(/C=C2/SC(N3CCN(C(C)=O)CC3)=NC2=O)cc1	1	-0.8	-9	-0.1
CCCC(=O)Nc1ccc(Nc2ccccc2)cc1	-18	-0.2	4	0.0

From PubChem
